Bioassay records deposited in PubChem by several laboratories.
NOD2-RIPK2 inh: inhibitors of human NOD2-RIPK2 interaction. hit rate 0.38% among 360,000. inhibition, % at 4.98 µM. O43353. CHO BLA complementation NOD2-RIPK2, CCF4 ratio; in the data active = inhibition above about 21%;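 also: 0% = vehicle only and 100% = reference blocker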
SRC2 inh: inhibits human steroid receptor coactivator 2; Q15596; HEK293 GAL4-SRC2 luciferase reporter, luminescence; inhibition, % at 9 µM; hit rate 0.17% among 370,000;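 active = inhibition above the mean inhibition of all tested compounds plus 3 SD, set per campaign, cut at about 52% in these data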;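 also: 0% = DMSO treated cells and 100% = cells given Gossypol at 36 µM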
LMP1 NFkB inh: inhibitors of Epstein-Barr LMP1-induced NF-kappaB reporter; LMP1-induced NF-kappaB luciferase reporter cells, luminescence; inhibition, % at 12.5 µM; hit rate 0.69% among 350,000; AID 504558; in the data active = inhibition above about 41%;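 also: 0% = neutral control wells and 100% = reference inhibitor control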
NCOA3 inh: inhibits human SRC3 coactivator; Q9Y6Q9; HEK293 GAL4-SRC3 luciferase reporter, luminescence; inhibition, % at 3.6 µM; hit rate 0.17% among 360,000;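 active = inhibition above a per-campaign cutoff, the mean of all compounds plus 3 SD, cut at about 60% in these data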;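 also: 0% = DMSO-treated cells and 100% = gossypol-treated cells at 36 µM; higher means less SRC3-driven luciferase light from the GAL4 reporter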
TROY NFkB inh: blocks TROY-dependent signaling in reporter cells; Q293 LMP1-TROYcd NF-kB luciferase reporter, 4 h; inhibition, % at 10 µM; hit rate 0.98% among 360,000; AID 1347056;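 active = compounds whose plate-normalised and pattern-corrected inhibition of the luciferase reporter signal at the single screening dose is 50% or more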
NR2F2 inh: NR2F2 (human) inhibition, primary screen. HEK293T NGFI-A luciferase reporter, luminescence. inhibition, % at 8.6 µM. hit rate 0.7% among 370,000. AID 686940;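 active = inhibition above a per-plate cutoff, mean inhibition of test wells between control levels plus 3 SD, cut at about 38% in these data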;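 also: cells cotransfected with COUP-TFII expression vector driving the NGFI-A reporter; 0% = median of COUP-TF2 test wells and 100% = reporter-only cells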
TLR9-MyD88 inh: inhibitors of human TLR9-MyD88 binding; Q9NR96+Q99836; CHO BLA complementation TLR9-MyD88, CCF4 FRET ratio; inhibition, % at 4.98 µM; hit rate 0.21% among 340,000; AID 504734;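 active = inhibition above the mean over all tested compounds plus 3 SD, cut at about 21% in these data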;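 also: 0% = DMSO only wells and 100% = clavulanate BLA inhibitor control wells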
TWEAK-Fn14 inh: TWEAK-Fn14 signaling inhibition. TWEAK-stimulated Fn14 reporter cells, luciferase luminescence, 8 h. inhibition, % at 10 µM. hit rate 2% among 360,000. AID 1159606; in the data active = inhibition above about 50%
TRAIL sens C8: sensitizes caspase-8 expressing cells to TRAIL | NB7+C8 cells + TRAIL, ATPlite viability luminescence | inhibition (viability loss, TRAIL sensitization), % at 10 µM | hit rate 1% among 360,000;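 active = compounds causing at least 50% loss of cell viability in the single-dose screen, relative to plate controls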
NCOA1 inh: human NCOA1 inhibition; Q15788; HEK293 GAL4-SRC1 luciferase reporter, luminescence; inhibition, % at 3.6 µM; hit rate 0.12% among 360,000; AID 588354;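 active = inhibition above the campaign mean plus 3 SD, with each screening campaign given its own cutoff, cut at about 60% in these data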;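 also: 0% = DMSO treated cells and 100% = gossypol at 36 µM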
NR5A2 inv ag: NR5A2 inverse agonism in reporter assay; hit rate 0.13% among 360,000; HEK293T StAR-luciferase reporter, LRH-1 transfected, 24 h; inhibition, % at 3.6 µM; O00482;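 active = inhibition above the mean inhibition of all tested compounds plus 3 SD, cut at about 73% in these data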;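 also: 0% = DMSO wells and 100% = reporter-only cells lacking LRH-1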
Target sequence (O00482 whole entry, looked up): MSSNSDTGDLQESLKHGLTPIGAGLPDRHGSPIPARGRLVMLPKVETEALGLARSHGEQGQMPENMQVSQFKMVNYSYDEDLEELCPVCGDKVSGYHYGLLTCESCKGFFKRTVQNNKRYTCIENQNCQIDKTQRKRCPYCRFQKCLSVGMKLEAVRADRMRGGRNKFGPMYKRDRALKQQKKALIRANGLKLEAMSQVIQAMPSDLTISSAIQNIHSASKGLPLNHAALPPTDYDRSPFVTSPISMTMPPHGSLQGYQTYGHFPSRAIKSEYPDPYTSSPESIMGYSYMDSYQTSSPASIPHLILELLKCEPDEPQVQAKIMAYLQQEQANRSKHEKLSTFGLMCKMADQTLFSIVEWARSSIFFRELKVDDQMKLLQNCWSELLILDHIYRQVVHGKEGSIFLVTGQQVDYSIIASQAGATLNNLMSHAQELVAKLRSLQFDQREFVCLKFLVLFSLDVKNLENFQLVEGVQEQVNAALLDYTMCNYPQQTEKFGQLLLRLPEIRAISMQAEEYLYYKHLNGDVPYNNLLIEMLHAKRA
An asterisk follows results filed as active; nt = no result given.

Each structure is followed by: TWEAK-Fn14 inh	NOD2-RIPK2 inh	TLR9-MyD88 inh	TRAIL sens C8	NR2F2 inh	NR5A2 inv ag	NCOA1 inh	SRC2 inh	NCOA3 inh	LMP1 NFkB inh	TROY NFkB inh
1. CON(c1nc(Cl)nc(N(C)C)n1)S(=O)(=O)c1ccc(C)cc1
  12	2	-4	1	-7	3	-1	-13	-18	0	-10
2. COc1ccccc1NC(=O)CNC(=O)c1ccc(Br)o1
  0	-9	2	7	4	1	1	3	5	-2	8
3. CS(=O)(=O)N(CCC(=O)O)Cc1ccccc1
  -16	5	10	-5	10	7	3	11	0	5	0
4. CCOC(CNC(=O)c1nnc(Cc2cc(OC)c(OC)c(OC)c2)o1)OCC
  -86	2	2	-5	-2	-4	-16	6	10	-4	7
5. Cc1ccc(C(=O)NC2CCS(=O)(=O)C2)cc1S(=O)(=O)N1CCCCCC1 (stereo not drawn)
  7	-5	-4	-8	-13	16	-4	5	11	-11	15
6. NC(=S)NNc1ccnc2cc(Cl)ccc12
  -21	6	-3	-5	-6	16	2	-2	11	11	-5
7. CCc1noc(C)c1C(=O)Nc1ccc(S(=O)(=O)N2CCCC(C)C2)cc1 (stereo not drawn)
  -3	1	-5	2	16	-1	-11	-7	12	6	-27
8. O=C1c2ccc([N+](=O)[O-])cc2NC(c2ccco2)N1/N=C/c1ccco1 (stereo not drawn)
  -15	-8	16	8	-2	3	-18	-11	4	5	-18
9. C=CCn1c(=NC(=O)c2ccc(S(=O)(=O)N3CCCc4ccccc43)cc2)sc2cc(S(N)(=O)=O)ccc21
  10	-6	1	5	18	8	1	9	7	-8	-12
10. Cc1ccc(NC(=O)C(=O)NCC2OCCc3ccccc32)cc1 (stereo not drawn)
  -4	-7	-2	-6	5	-10	3	-20	10	-2	-26
11. COc1cccc(CNC(=O)Cc2c(C(=O)O)[nH]c3ccccc23)c1
  0	1	8	11	13	-12	-6	-11	-23	-5	19
12. COC(=O)[C@@]12C[C@@H](CC(=O)N3CCCCC3)C(=O)N(CCc3ccc(OC)c(OC)c3)C1=CCC(C)(C)C2
  nt	-10	nt	0	20	3	nt	0	nt	nt	nt
13. CCOC(=O)c1cnc(SC)nc1Oc1cccc(NC(=O)c2ccc(C)cc2)c1
  15	-4	2	-10	-11	4	-11	-3	-11	-7	-25
14. O=C(c1ccc(N2CCCC2)c([N+](=O)[O-])c1)N1CCc2ccccc2C1
  -27	3	-7	0	-10	-13	-11	-18	-1	-19	-6
15. CCCCCn1nc(-c2ccccc2)c2nc3ccccc3nc21
  7	9	-4	3	1	21	10	-19	4	-22	-3
16. C#CCNc1nc(CC)nc2c1nnn2Cc1ccccc1F
  3	14	-2	8	3	-13	4	-18	1	9	-4
17. N#C/C(=C\c1ccc(O)c([N+](=O)[O-])c1)c1nc2ccccc2s1
  53*	-1	6	2	-12	7	-20	-22	-8	1	50*
18. COc1cccc(CNC(=O)CCc2ccc(OC)c(OC)c2)c1
  -15	-18	1	-1	3	-1	9	-10	-15	-1	5
19. CCN1N=C(c2ccccc2)CCC1=O
  18	-1	5	15	-11	6	-8	-4	-1	7	12
20. Fc1ccc(N2N=C(c3cccs3)CC2c2ccccc2)cc1 (stereo not drawn)
  -12	17	5	1	-11	-11	13	-22	8	2	-23
21. Cc1ccc(S(=O)(=O)N2CCCCC2)cc1NC(=O)COC(=O)C1CC2C=CC1C2 (stereo not drawn)
  7	-10	9	-7	7	3	5	1	9	-2	11
22. O=C(COc1c(Br)cc(Br)cc1Br)N/N=C/c1ccco1
  -11	-12	11	8	nt	-4	16	nt	12	6	-7
23. O=C(NCc1ccccc1)C1CC(=O)N(C2CCCCCC2)C1 (stereo not drawn)
  -30	-6	-6	-9	-15	1	-15	-9	-3	-6	1
24. Cc1cc(C(=O)CSc2nn(-c3ccccc3)c(=S)s2)c(C)n1Cc1ccco1
  19	0	0	-7	4	13	1	-5	-7	-23	3
25. Cc1ccc(-c2csc(NC(=O)c3ccccc3F)c2C(=O)O)cc1
  47	-14	-5	-3	-15	-36	-38	-69	0	-10	-20
26. CC12C(=O)N(c3ccccc3C(=O)O)C(=O)C1C1C=CC2C1 (stereo not drawn)
  -8	-4	-4	18	6	-3	14	-6	-6	0	6
27. O=C(NC1CCN(C(=O)NCc2ccccc2)CC1)c1ccco1
  -2	-12	9	-6	-2	-34	-6	-17	-4	6	2
28. CSc1ccc(/C=C/C(=O)c2ccc(O)cc2)cc1
  16	10	7	33	-35	-3	-33	-27	-43	0	-38
29. O=C(Nc1ccc(Cl)cc1)OCc1cn(-c2ccc(Cl)cc2)nn1
  -10	-2	0	1	-12	14	-8	-24	-24	3	-33
30. Cc1cc(Nc2ccccc2F)n2nc(C)nc2n1
  6	3	-3	1	9	5	-12	-5	26	10	-8
31. CCOC(=O)c1c(NC(=O)c2c(C(=O)O)cccc2[N+](=O)[O-])sc(C)c1C
  -26	-5	-18	-4	-3	-2	-11	9	7	3	-1
32. Cc1c(N2C(=O)/C(=C\c3ccc(N(C)C)cc3)N(C)C2=S)c(=O)n(-c2ccccc2)n1C
  10	-2	-8	18	2	38	11	-4	12	10	-3
33. COC(=O)c1c(C(=O)OC)c(-c2ccccc2)n2c1CS(=O)C2 (stereo not drawn)
  10	-23	9	-2	-15	-6	-5	12	-4	2	-8
34. CSc1nnc(C)c(/C=C/NOCc2cccc(F)c2)n1
  2	2	8	5	9	9	-13	-5	16	-6	-3
35. Cn1cc(C(=O)NCc2ccc(F)cc2)c(=O)c2cc(S(=O)(=O)N3CCCCC3)ccc21
  3	-8	0	-10	9	-4	-14	1	6	3	-11
36. Cc1nc(-c2ccc(F)cc2)c(CC(=O)N(C)CC(=O)Nc2ccccc2Cl)s1
  14	4	-10	1	11	-6	-22	-11	-6	-1	15
37. CCOC(=O)c1cc(=O)n2[nH]c(-c3ccc(C)cc3)cc2n1
  -12	-3	-2	2	8	-7	0	-6	-3	-8	-17
38. COc1cc2cnc(-c3ccsc3)c(-c3ccc(F)cc3)c2cc1OC
  -16	-5	-13	-7	11	-2	3	8	-26	-5	14
39. Cc1cc(NC(=O)C(Cl)Cl)cc2c1OCO2
  2	-1	-16	6	15	44	7	-9	-12	-2	10
40. CCn1c(SCC(=O)NC2CCCCC2)nnc1-c1ccccn1
  -5	-1	3	-13	-14	-15	-3	13	-18	0	-2
41. CCOc1ccc(CCNC(=O)Cc2ccc(NC3=NC4CS(=O)(=O)CC4S3)cc2)cc1 (stereo not drawn)
  0	-9	3	-4	17	4	5	-16	4	-3	0
42. Cc1ccc(-c2noc(-c3ccno3)n2)cc1
  6	-9	10	-10	-38	-70	-66	-19	-28	-13	-47
43. Cc1ccc(-c2nnn(CC(=O)N(CC(=O)NC(C)C)c3cnc4ccccc4c3)n2)o1
  -9	-7	-4	-5	27	28	1	11	17	-4	2
44. Cc1onc(-c2ccccc2)c1CNS(=O)(=O)c1cccc(Cl)c1
  -5	-4	0	4	-1	5	14	-8	11	0	11
45. Cc1n[nH]c(=O)c2ccccc12
  -4	10	11	-2	0	8	10	-20	1	-2	19
46. N#C/C(=C/c1ccc(F)cc1)S(=O)(=O)c1ccccc1
  7	10	-6	-3	-13	-9	4	-24	10	-9	13
47. CN(CC(=O)Nc1ccc(Cl)cc1)C(=O)CCC1CCCC1
  -4	0	0	-1	-3	-5	-14	-45	21	-6	-23
48. CCc1c(C)nc2ncnn2c1N1CCC(C(=O)Nc2ccccc2)CC1
  5	4	-7	7	-5	-1	-8	17	-8	2	1
49. O=C(NCC1CCCCC1)C1(CC2CC(c3cccc(Br)c3)=NO2)CCNCC1 (stereo not drawn)
  -45	-5	5	11	4	15	-2	4	3	-2	-14
50. Cc1ccccc1-n1c(=O)c2ccccc2n(CC(=O)NCc2ccco2)c1=O
  14	-6	10	-6	0	22	-4	11	10	0	-4
51. CCn1ccnc1[C@@H]1C[C@H]2CN(Cc3ccccc3OC)C(=O)[C@]23CCCN13
  1	-5	13	-25	-10	10	-7	-5	4	0	12
52. Cc1ccc(O)c(NC(=O)C2CC(c3ccc(F)cc3)=NO2)c1 (stereo not drawn)
  -1	-3	4	16	-3	1	-14	19	-4	1	-11
53. CC(=O)c1cccc(NC(=O)c2c(C)nn(-c3ccccc3)c2Cl)c1
  -6	-4	3	0	-13	-13	-37	-3	-11	-6	-23
54. COc1ccc(-n2c(C)cc(C(=O)CCl)c2C)cc1
  4	6	-3	-33	14	28	-3	29	3	22	11
55. COc1cc([N+](=O)[O-])cc(/C=N/NC(=O)C(C)Nc2ccccc2C)c1O (stereo not drawn)
  -6	-7	-3	9	10	14	-13	0	25	10	-3
56. O=C(NCc1ccccn1)c1cc2ccccn2n1
  -13	3	5	6	-12	-11	-22	-6	-6	-4	-56
57. O=C(CCNS(=O)(=O)c1ccccc1F)NCc1ccc2c(c1)OCO2
  8	8	1	4	5	-6	-9	19	1	-6	-7
58. NS(=O)(=O)c1cccc(NS(=O)(=O)c2ccc(/C=C/C(=O)O)cc2)c1
  -15	2	8	-5	-24	-16	-8	5	3	-3	-5

A portion of the library. The share of hits here may be higher or lower than overall.
